PAFAH2 FP inh: inhibitors of human PAFAH2; recombinant PAFAH2, FP-rhodamine activity probe, fluorescence polarization; inhibition, % at 3.39 µM; hit rate 0.99% among 340,000;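 active = inhibition above the mean over all tested compounds plus 3 SD, cut at about 30% in these data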;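 also: inhibitors block probe labeling of enzyme so polarization drops; 0% = enzyme with DMSO and 100% = wells lacking PAFAH2 protein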
PAD4 FP inh: inhibitors of human PAD4 | recombinant PAD4, RCA probe fluorescence polarization | inhibition, % at 6.36 µM | hit rate 0.41% among 330,000 | AID 485272;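 active = percent inhibition above a cutoff equal to the mean of all tested compounds plus 3 SD, cut at about 15% in these data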;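 also: 0% = PAD4 with RCA probe and DMSO and 100% = probe without PAD4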
PAFAH1B2 FP inh: blocks human PAF acetylhydrolase 1b catalytic subunit 2; P68402; recombinant PAFAH1B2, FP-rhodamine activity probe, fluorescence polarization; inhibition, % at 3.39 µM; hit rate 1.2% among 340,000; AID 492953;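 active = inhibition above the mean of all tested compounds plus 3 SD, cut at about 24% in these data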;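 also: 0% = enzyme with DMSO and 100% = wells lacking PAFAH1B2; many of its hits are not listed in these tables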
GSTO1 counter: blocks human GSTO1 in RBBP9 counter-screen; hit rate 1.1% among 300,000; P78417; inhibition, % at 5.96 µM; recombinant GSTO1, activity-based probe fluorescence polarization;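 active = inhibition above the campaign mean inhibition plus 3 SD, cut at about 35% in these data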;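 also: 0% = GSTO1-1 with DMSO and 100% = wells lacking GSTO1-1 enzyme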
LYPLA2 inh: counter-screen for PME1 inhibitors: inhibitors of human LYPLA2; recombinant LYPLA2, FP-Rh probe fluorescence polarization; AID 2177; inhibition, % at 5.9 µM; O95372; hit rate 0.38% among 320,000;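 active = inhibition above the screen-wide mean plus 3 SD, limit set per campaign, cut at about 26% in these data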;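 also: 0% = LYPLA2 with DMSO and 100% = wells lacking LYPLA2 enzyme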
LYPLA1 counter: counter-screen for PME1 inhibitors: inhibitors of human LYPLA1 | O75608 | recombinant LYPLA1, FP-Rh probe fluorescence polarization | inhibition, % at 5.9 µM | hit rate 0.16% among 320,000 | AID 2174;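 active = inhibition above the mean of all tested compounds plus 3 SD, set per campaign, cut at about 14% in these data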;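 also: inhibitors block serine hydrolase probe labeling of LYPLA1 so polarization falls; 0% = enzyme with DMSO and 100% = wells lacking LYPLA1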
Target sequence (O75608 whole entry, looked up): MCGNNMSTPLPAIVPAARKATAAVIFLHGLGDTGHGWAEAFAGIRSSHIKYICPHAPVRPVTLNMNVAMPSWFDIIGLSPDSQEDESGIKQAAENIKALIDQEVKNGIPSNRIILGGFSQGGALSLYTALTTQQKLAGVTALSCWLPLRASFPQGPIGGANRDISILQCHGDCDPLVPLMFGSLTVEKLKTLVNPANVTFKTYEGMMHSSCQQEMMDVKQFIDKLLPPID
PME-1 inh: blocks human protein phosphatase methylesterase 1; recombinant PME-1, FP-Rh probe fluorescence polarization; inhibition, % at 5.9 µM; hit rate 0.53% among 320,000; Q9Y570;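 active = inhibition above the campaign mean of all compounds plus 3 SD, cut at about 26% in these data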;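 also: competitive labeling of PME-1 active site by serine hydrolase directed probe; 0% = PME-1 with DMSO and 100% = wells lacking PME-1 enzyme; inhibitors block probe labeling so polarization falls and inhibition rises; many of its hits are not listed in these tables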
Target sequence (Q9Y570 whole entry, looked up): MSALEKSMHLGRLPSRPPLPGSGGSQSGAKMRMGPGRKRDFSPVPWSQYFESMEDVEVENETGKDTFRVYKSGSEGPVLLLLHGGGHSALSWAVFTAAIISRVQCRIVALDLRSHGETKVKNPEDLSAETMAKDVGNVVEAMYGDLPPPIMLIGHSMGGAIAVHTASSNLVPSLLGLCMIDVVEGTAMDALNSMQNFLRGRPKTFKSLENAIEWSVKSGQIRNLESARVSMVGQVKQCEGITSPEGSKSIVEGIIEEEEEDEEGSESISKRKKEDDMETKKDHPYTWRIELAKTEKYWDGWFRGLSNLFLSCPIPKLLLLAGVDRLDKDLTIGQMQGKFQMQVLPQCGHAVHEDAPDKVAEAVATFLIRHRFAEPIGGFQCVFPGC
PAFAH1B3 FP inh: inhibitors of human PAFAH1B3; Q15102; recombinant PAFAH1B3, FP-rhodamine probe, fluorescence polarization; inhibition, % at 3.39 µM; hit rate 0.28% among 340,000;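 active = inhibition above the screen-wide average of all tested compounds plus 3 SD, cut at about 25% in these data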;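 also: 0% = enzyme with DMSO only and 100% = wells lacking PAFAH1B3 protein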
pPAFAH FP inh: pPAFAH (human) enzyme inhibition. recombinant pPAFAH, FP-rhodamine probe fluorescence polarization. inhibition, % at 3.39 µM. hit rate 1.5% among 330,000. AID 463082;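 active = inhibition above the mean inhibition across the screen plus 3 SD, cut at about 25% in these data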;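 also: inhibitors block binding of the rhodamine activity-based probe so polarization drops; 0% = enzyme with DMSO and 100% = wells lacking pPAFAH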
Target sequence (Q13093 whole entry, looked up): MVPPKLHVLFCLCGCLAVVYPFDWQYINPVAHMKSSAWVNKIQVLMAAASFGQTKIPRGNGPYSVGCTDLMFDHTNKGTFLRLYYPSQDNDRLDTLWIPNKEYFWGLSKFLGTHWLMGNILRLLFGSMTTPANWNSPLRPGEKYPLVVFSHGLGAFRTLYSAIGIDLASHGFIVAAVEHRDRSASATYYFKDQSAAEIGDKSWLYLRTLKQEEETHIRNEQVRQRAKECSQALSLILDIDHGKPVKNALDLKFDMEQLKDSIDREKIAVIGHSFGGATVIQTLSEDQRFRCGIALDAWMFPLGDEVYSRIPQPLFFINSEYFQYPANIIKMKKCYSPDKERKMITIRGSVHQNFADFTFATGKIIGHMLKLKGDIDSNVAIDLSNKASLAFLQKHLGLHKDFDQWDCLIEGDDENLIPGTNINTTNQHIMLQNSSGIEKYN
* hit, by the source's call; . = no result given. An excerpt; the hit share may differ from the screen's.

SMILES	PAFAH2 FP inh	PAD4 FP inh	PAFAH1B2 FP inh	GSTO1 counter	LYPLA2 inh	LYPLA1 counter	PME-1 inh	PAFAH1B3 FP inh	pPAFAH FP inh
COc1cc(O)c(C(CCN2CCN(c3ccccc3)CC2)c2cc(OC)c(OC)c(OC)c2)c(OC)c1 (stereo not given)	-1	-2	5	4	-3	-3	4	2	3
Cc1ccc(NC(=O)CNC(=O)c2ccco2)cc1	0	-2	-5	-1	7	3	-2	-4	5
CCO/C=N/c1c(C#N)c2c(c(=S)n1C)COC(C)(C)C2	-4	0	6	-4	-2	0	-4	7	-2
CS(=O)(=O)N(CC(=O)N1CCN(c2ccccc2F)CC1)c1ccc2c(c1)OCCO2	-8	2	4	4	10	4	-2	-3	4
COc1ccc([C@H]2CC(=O)C=C(c3ccc4c(c3)OCO4)C2)cc1	-2	-2	4	.	17	3	3	3	2
CO/N=C/C(C#N)=C/c1cc(C(=O)c2ccc(F)cc2)cn1C	3	-10	6	3	1	7	1	1	5
COc1cc(C(=O)OCc2nc3ccsc3c(=O)[nH]2)c([N+](=O)[O-])cc1OC	13	0	3	3	1	-1	-1	8	0
O=C(C1CCC(CNS(=O)(=O)c2ccccc2)CC1)N1CCCCC1 (stereo not given)	-5	-1	0	4	6	0	3	6	9
C(=N\Nc1ncnc2nc[nH]c12)/c1cccs1	-3	0	-1	2	3	-5	5	-7	-3
CCCn1c(NC(=O)c2ccc(C)cc2)nc2ccccc21	-7	3	0	-6	-3	0	4	-1	10
Cc1onc(-c2c(Cl)cccc2Cl)c1C(=O)ONC(=O)c1cc(C(F)(F)F)cc(C(F)(F)F)c1	9	1	3	9	-4	-2	0	4	-1
Cc1cccc2c1c(N=NC(N)=S)c(O)n2C1OC(CO)C(O)C(O)C1O (stereo not given)	-1	-2	1	5	8	1	11	7	7
CC1(C(=O)NCc2cccnc2)CCC(=O)N1CCc1ccccc1 (stereo not given)	-3	-4	-1	10	-4	-1	0	0	-3
COc1cccc(Nc2nc(NCCO)c3ccccc3n2)c1	5	-8	0	-5	-7	-3	-26	1	0
CCNc1nc(NCC)nc(SCC(C)=O)n1	-5	-2	-3	11	1	-1	-4	-6	2
CC1CCCCN1C(=O)COC(=O)c1ccc(N2CCCC2=O)cc1 (stereo not given)	10	-3	5	.	.	.	.	1	2
COc1ccc(S(=O)(=O)N2CCOCC2)cc1N(C)S(=O)(=O)c1ccc(C)cc1	-6	-1	8	3	-5	-2	5	3	-1
COc1cc2c(cc1OC)C(C)N(C(=O)C1COc3ccccc3O1)CC2 (stereo not given)	2	5	3	-1	-3	-3	-1	2	-1
CC(OC(=O)c1ccc(-n2cnnn2)cc1)C(=O)NCc1ccccc1 (stereo not given)	1	-2	-2	3	3	1	3	3	1
Cc1ccc(Cl)cc1N1CCN(C(=O)C(C)n2ncn3cccc3c2=O)CC1 (stereo not given)	-6	4	3	6	5	0	2	2	2
FC(F)(F)c1ccccc1NC(=S)Nc1ccccc1	-2	-6	2	2	0	0	0	8	5
CCOC(=O)c1c(CSc2ccccc2)n(C)c2ccc(O)c(CN3CCOCC3)c12	1	0	6	11	-5	1	-5	-7	4
O=C(CCC1CCN(Cc2ccc(Cl)cc2)CC1)NC1CC1	-6	3	-1	0	1	1	-5	10	8
CCCNS(=O)(=O)c1ccc(CCC(=O)NCCc2ccc(OC)c(OC)c2)cc1	5	-4	7	-10	-7	-1	-3	3	-1
CCOC(=O)C1(Cc2ccc(OC)cc2)CCN(C(=O)c2cncs2)CC1	-3	-4	-3	-4	3	2	0	3	-4
CC(OC(=O)c1ccc([N+](=O)[O-])o1)C(=O)NC1CCCCC1C (stereo not given)	5	-7	4	.	2	-3	4	6	0
COC(=O)c1cc(S(=O)(=O)N2CCN(c3ccc([N+](=O)[O-])cc3)CC2)c[nH]1	2	2	1	-6	1	-2	9	1	0
C(#Cc1ccccc1)CN1CCCCC1	0	-7	2	-5	-8	-3	-5	-1	-3
O=C1c2ccccc2C(=O)C2OC12 (stereo not given)	.	5	.	76*	3	1	7	.	6
Cc1cccc(NC(=S)N(C)C2(c3ccccc3Cl)CCCCC2=O)c1 (stereo not given)	-1	1	0	0	-5	0	3	3	1
CCc1cc(C(=O)N2CCc3c([nH]c4ccccc34)C2c2ccc(OC)cc2F)no1 (stereo not given)	2	-4	1	-3	-8	-4	0	3	5
COc1ccc(CNC(=O)CCS(=O)(=O)c2ccc3c(c2)oc(=O)n3C)cc1	3	4	2	5	1	2	0	7	2
COc1ccc2nc3sc(C(=O)N4CCN(C)CC4)cc3cc2c1	1	5	5	9	1	0	-5	1	3
O=c1onc(-c2c(F)cccc2F)n1-c1ccccc1Cl	6	3	4	-1	-1	1	6	4	7
COc1ccc(N2CC(C(=O)N3CCc4ccccc43)CC2=O)cc1 (stereo not given)	-3	-4	0	2	-9	-4	1	-1	6
COc1ccccc1N1CCN(C2CCCCC2NS(=O)(=O)c2ccccc2)CC1 (stereo not given)	-2	2	4	3	5	4	10	9	1
Cc1[nH]nc(-c2ccc(O)c(C)c2O)c1Oc1ccccc1	-6	0	1	0	3	-10	11	11	10
O=C(NCC1COc2ccccc2O1)c1cc2ccccc2o1 (stereo not given)	-1	-6	1	-7	5	-2	1	2	-4
Cc1cc(N2CCC(C(=O)N3CCN(c4cccc(C)c4C)CC3)CC2)n2ncnc2n1	7	2	-2	-1	12	2	3	8	4
O=C(c1ccco1)N1CCN(Cc2cn[nH]c2-c2ccc(F)cc2F)CC1	1	2	1	-2	-2	-4	0	8	3
CN1CCc2c(sc3nc(SCC(N)=O)n(-c4ccccc4)c(=O)c23)C1	-9	9	0	11	2	2	2	0	-2
Cc1ccc(NC(=O)c2ccc(=O)[nH]n2)cc1S(=O)(=O)Nc1ccccc1Cl	12	2	-3	.	-2	-3	0	5	6
Cc1ccc(NC(=O)C2CCN(S(=O)(=O)c3ccc4c(c3)CCCC(=O)N4)CC2)c(Br)c1	-8	-4	1	2	5	-1	2	9	6
COc1cc(CCC(=O)NCc2ccc(Cl)cc2)cc(OC)c1OC	4	-3	5	5	1	0	-3	5	8
Cc1cccc(NC(=O)c2cccc(NC(=O)Cc3cccs3)c2)c1	-4	-3	-2	-16	-12	-7	-4	-7	8
CN(Cc1ccccc1)C(=O)CCSc1nc(-c2ccc3c(c2)OCO3)cc(C(F)(F)F)n1	-7	0	-1	2	-6	-8	-7	-2	6
Cc1ccc(NC(=O)CN2C(=O)CN(C)C2=O)cc1S(=O)(=O)N1CCCCC1	5	3	3	9	-4	-1	1	2	11
COC(=O)C1CCN(C(c2cccs2)c2sc3nc(C)nn3c2O)CC1 (stereo not given)	-5	2	3	22	0	1	-12	0	-4
Cc1ccccc1CN1C(=O)Nc2ccccc2C(=O)N1C(C)(C)C	-8	2	-2	-3	2	2	-1	13	0
COc1ccc(N(C)C(=O)c2cc3c(s2)-c2ccccc2OC3)c(OC)c1	9	-1	4	0	-5	-9	-15	8	3
Cc1c(C(=O)N2CCCCC2)sc(NC(=O)C(C)C)c1C#N	4	-3	8	2	5	1	-1	14	-1
Cc1cccc(NC(=O)COc2cccc3c2CCN(C)C3=O)c1	0	-5	1	29	-2	-3	-3	1	-2
Cc1nc(NCc2ccco2)nc2c1C(=O)CC(C)C2 (stereo not given)	4	-1	2	-1	-2	-2	-1	0	-1
COc1ccc(OCC(=O)Nc2ccc3c(c2)nc(CCNC(C)=O)n3C)cc1	4	-3	4	2	1	4	-13	4	-6
CCCc1ncc(C(O)c2cccc3ccccc23)n1C (stereo not given)	12	1	0	-2	-5	1	-3	4	2
CC(C)(C)N/N=C/c1c(O)n(-c2ccc(Cl)cn2)c(=O)c2ccccc12	-8	-2	0	1	-6	0	2	-6	0
CN(C)C(=O)NC1c2ccccc2-c2ccccc21	-2	7	4	0	4	0	3	3	6
COc1cccc(/C=C/C(=O)c2ccc[nH]2)c1	-5	2	-1	-14	2	6	3	3	4
COC(=O)CCC(=O)Nc1nc(-c2ccccc2)cs1	-5	-1	-1	-3	0	3	-5	3	-5
N#CCCn1nc(-c2ccccc2)cc1-n1c(C(F)(F)F)nc2ccccc21	-3	-2	-2	3	0	0	-2	10	-7

Reprinted from the part before: two compounds, then new ones.
SMILES	PAFAH2 FP inh	PAD4 FP inh	PAFAH1B2 FP inh	GSTO1 counter	LYPLA2 inh	LYPLA1 counter	PME-1 inh	PAFAH1B3 FP inh	pPAFAH FP inh
COC(=O)CCC(=O)Nc1nc(-c2ccccc2)cs1	-5	-1	-1	-3	0	3	-5	3	-5
N#CCCn1nc(-c2ccccc2)cc1-n1c(C(F)(F)F)nc2ccccc21	-3	-2	-2	3	0	0	-2	10	-7
O=C(COc1cccc(Cl)c1)Nc1ccc(N2CCOCC2)cc1	-6	-1	-3	4	2	4	0	10	8
CC(C)N1CCc2c(sc(NC(=O)c3ccc([N+](=O)[O-])o3)c2C(N)=O)C1	0	-17	9	8	2	-1	2	-1	-1
CCOc1ccc(NC(=O)CC2C(=O)N(C)C(=S)N2CCCc2ccccc2)cc1 (stereo not given)	1	-3	1	3	-13	-5	6	15	3
C=CCn1c(N)c(C(=O)NC2CCCCC2)sc1=S	4	0	7	5	3	-2	0	9	3
CCOc1ccc(NC(=O)c2ccccc2O)cc1	-3	-3	0	-4	0	2	-2	-6	-2
Cc1cc(C)cc(N=Cc2[nH]c3ccc(Br)c(Cl)c3c2O)c1	-14	0	-6	7	-18	-8	0	-17	-2
CCC(Oc1ccccc1)C(=O)Nc1ccccc1C(=O)N1CCOCC1 (stereo not given)	3	1	3	3	3	1	4	3	6
O=C(Nc1ccccc1C(=O)Nc1ccccc1C(=O)NCc1ccco1)c1ccco1	-2	-2	3	-6	-7	-6	-13	4	-3
C/C(=N/OC(=O)c1ccc(Br)cc1)c1ccc(C)cc1	0	6	5	7	-4	-5	-6	11	7
CC(=O)Nc1nonc1-c1nc2ccccc2n1C	5	-5	1	-7	-3	-3	-8	3	-9
O=C(CCc1nc(-c2ccccc2F)no1)NCCN1CCOCC1	-5	5	2	7	2	0	-7	1	4
Cc1ccc(C(=O)Nc2ccccc2-c2ccccc2)cc1S(=O)(=O)Nc1cccc(C)c1C	-22	-7	-9	-11	-51	-30	-40	-19	-2
COc1ccc(C2=CC(=O)OC(C)(c3ccccc3)O2)cc1 (stereo not given)	0	-2	-2	9	3	0	5	-1	-2
Cc1[nH]c2ccccc2c1C1=NNC(=Nc2ccc(F)cc2)SC1	10	-9	1	4	4	-4	6	3	2
CN1CCC(N(C)CC(=O)Nc2ccccc2N2CCOCC2)CC1	-4	7	3	6	8	3	-4	3	2
O=c1c2ccc([N+](=O)[O-])cc2ncn1CCOc1ccccc1	4	3	0	-5	1	-1	1	5	4
CCOc1cc(NC(=O)c2ccco2)c(OCC)cc1NC(=O)c1ccco1	-11	-1	-5	5	-3	-2	2	2	4
CCC1=NN(C(=O)c2cccnc2)C(O)(C(F)(F)F)C1 (stereo not given)	-6	2	-3	-2	-1	0	-8	-2	3
O=c1[nH]nc(CNc2cccc(C(F)(F)F)c2)c2ccccc12	4	-1	-6	0	-2	-6	4	4	1

Assay outcomes: PubChem BioAssay, The Scripps Research Institute Molecular Screening Center
